Source: PubChem BioAssay (several laboratories)
STK33 kinase inh – inhibitors of human STK33 kinase | Q9BYT3 | purified STK33, MBP phosphorylation, ADP-Glo luminescence | inhibition, % at 10 µM | 320,000 compounds, 0.073% hits | AID 2661;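 active = inhibition at or above 25%, using the most active replicate where run in duplicate; inactive = inhibition below 25%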
Target sequence (Q9BYT3 whole entry, looked up): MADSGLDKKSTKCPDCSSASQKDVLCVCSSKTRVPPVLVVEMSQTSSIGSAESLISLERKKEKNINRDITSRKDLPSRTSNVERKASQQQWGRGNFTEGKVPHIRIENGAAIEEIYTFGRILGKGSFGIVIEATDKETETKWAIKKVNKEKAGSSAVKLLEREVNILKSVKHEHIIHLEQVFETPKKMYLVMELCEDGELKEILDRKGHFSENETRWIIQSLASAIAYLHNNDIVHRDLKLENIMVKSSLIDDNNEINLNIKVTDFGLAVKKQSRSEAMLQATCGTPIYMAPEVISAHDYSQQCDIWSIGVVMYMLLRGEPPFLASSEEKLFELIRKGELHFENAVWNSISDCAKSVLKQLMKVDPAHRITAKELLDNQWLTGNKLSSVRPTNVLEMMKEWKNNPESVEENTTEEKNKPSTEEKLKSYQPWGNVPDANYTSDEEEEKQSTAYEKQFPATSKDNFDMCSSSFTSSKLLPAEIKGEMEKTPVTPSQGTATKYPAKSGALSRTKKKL
Kir21 inh – Kir2.1 (mouse) channel inhibition | P35561 | HEK293-Kir2.1, FluxOR thallium flux fluorescence; active compounds read low | B-score at 10 µM | 310,000 compounds, 0.85% hits;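 active = fluorescence ratio B-score at or below minus 3 SD of library scores, with starting-brightness B-score within 2 SD, cut at about -4.2 in these data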;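 also: channel flux triggered by added potassium and thallium sulfate stimulus; B-score of peak minus minimum fluorescence over baseline after thallium stimulus; more negative B-score means stronger Kir2.1 block with less thallium influx; some compounds called inactive have numbers as strong as hits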
Target sequence (P35561 whole entry, looked up): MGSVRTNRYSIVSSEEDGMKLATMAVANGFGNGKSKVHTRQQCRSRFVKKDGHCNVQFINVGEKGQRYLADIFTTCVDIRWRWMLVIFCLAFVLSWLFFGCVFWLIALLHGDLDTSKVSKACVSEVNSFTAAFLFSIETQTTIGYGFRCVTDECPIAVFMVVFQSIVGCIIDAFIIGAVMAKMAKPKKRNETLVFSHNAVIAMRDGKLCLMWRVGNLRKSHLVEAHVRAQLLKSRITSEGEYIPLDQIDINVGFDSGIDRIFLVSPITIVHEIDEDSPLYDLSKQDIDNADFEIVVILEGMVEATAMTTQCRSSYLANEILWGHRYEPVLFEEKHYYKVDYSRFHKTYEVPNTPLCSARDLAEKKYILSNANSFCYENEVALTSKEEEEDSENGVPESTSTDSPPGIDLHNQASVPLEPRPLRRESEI
Numbers without * were called inactive; x = no result given.

STK33 kinase inh | Kir21 inh | Molecule
-0.9 | -0.22 | CCCNC(=O)c1ccc(N2CCC3(CC2)CC(c2cccc(Br)c2)=NO3)c(NC(=O)c2c(Cl)cccc2Cl)c1
-1.3 | -0.56 | Cc1ccccc1CC(=O)N1CCCC(CCC(=O)N2CCN(c3ccccn3)CC2)C1 (stereo not given)
8.7 | -1.1 | O=[N+]([O-])c1ccc(C2=NCCO2)cc1
-0.6 | 2.2 | Cc1ccc(S(=O)(=O)N(C)C)cc1NC(=O)COC(=O)Cc1ccccc1F
1.3 | -0.82 | COc1ccc(C(=O)N/C(=C/c2cccnc2)C(=O)N2CCOCC2)cc1OC
0.3 | -0.24 | Nc1nc(NCc2ccco2)nc(NCCO)c1[N+](=O)[O-]
2.2 | -0.17 | O=C1CCCN1CCC1CCN(C2CC(=O)N(c3ccc(Cl)cc3)C2=O)CC1 (stereo not given)
-0.9 | -0.29 | CNc1nc2[nH]c(=O)c3c(c2s1)OC(N)=C(C#N)C3c1ccccc1 (stereo not given)
0.1 | x | CSc1ncccc1C(=O)OCC(=O)NC1CCCCC1
0.5 | -0.28 | CC(C)N(c1ccccc1)c1ccc(NC(=O)C2CCCO2)cc1 (stereo not given)
-1.1 | -0.09 | COc1ccc(-c2nc(CS(=O)CC(=O)NC3CCCCC3C)c(C)o2)cc1OC (stereo not given)
x | 1.1 | O=C(Nc1ccc(S(=O)(=O)N2CCOCC2)cc1)C1CCN(S(=O)(=O)c2ccccc2)CC1
-0.2 | -0.03 | Cc1cc(C)c2c(=O)[nH]n(C3CC(C)N(C)CC3C)c2n1 (stereo not given)
-0.5 | 1.6 | Cc1cc(C)c(C#N)c(SCc2ccccc2[N+](=O)[O-])n1
0.4 | x | CCOC(=O)c1c(C)[nH]c(C(=O)OCC(=O)N2CCN(S(=O)(=O)c3ccc(C)cc3C)CC2)c1C
-1.4 | 0.27 | CCOCCc1nnc(NC(=O)C(C)Oc2ccccc2)s1 (stereo not given)
-1.5 | -1 | CCc1nnc(N/N=C/c2c(Cl)cccc2Cl)n1N
-0.6 | 2.5 | C=CCOc1ccc(/C(O)=C2/C(=O)C(=O)N(CCCN3CCOCC3)C2c2ccc(OC)cc2)cc1 (stereo not given)
-1.5 | x | O=C(CSc1nc(-c2ccc(F)cc2)cs1)NCC1CCCO1 (stereo not given)
x | 0.15 | Cc1cc(=O)n2ccsc2n1

Structures from the list above containing a Cl atom, in the order listed:
STK33 kinase inh | Kir21 inh | Molecule
-0.9 | -0.22 | CCCNC(=O)c1ccc(N2CCC3(CC2)CC(c2cccc(Br)c2)=NO3)c(NC(=O)c2c(Cl)cccc2Cl)c1
2.2 | -0.17 | O=C1CCCN1CCC1CCN(C2CC(=O)N(c3ccc(Cl)cc3)C2=O)CC1 (stereo not given)
-1.5 | -1 | CCc1nnc(N/N=C/c2c(Cl)cccc2Cl)n1N

(more compounds)
STK33 kinase inh | Kir21 inh | Molecule
-1.0 | 1.2 | O=C(NCCCc1ccccc1)C1CCC(=O)N(CCc2ccc(Cl)cc2)C1 (stereo not given)
x | -0.04 | O=[N+]([O-])/C(C=Nc1ccccc1O)=C\Nc1ccccc1O
0.0 | 0.76 | CCCCSc1nnc2[nH]c(=O)cc(N)n12
-1.4 | -0.36 | COc1ccc(CNC(=O)C2CCCN(S(=O)(=O)c3c(C)noc3/C=C/N(C)C)C2)cc1 (stereo not given)
-1.3 | x | Cn1c(=O)oc2cc(S(=O)(=O)NC(Cc3ccccc3)C(=O)N3CCCCC3)ccc21 (stereo not given)
-1.5 | 0.04 | CCC(Oc1ccccc1C)C(=O)N1CCCN(C)CC1 (stereo not given)
-0.2 | -0.01 | O=C(Nc1ccc2c(c1)OCCO2)c1cccc(C(=O)Nc2ccc3c(c2)OCCO3)c1
-0.4 | 0.02 | C=CCN=C1NN=C(c2cc(C)n(CC=C)c2C)CS1
0.5 | 0.08 | CCOC(=O)NC(=O)CSc1nnnn1-c1ccccc1
-0.3 | 0.46 | CC(OC(=O)c1ccc(NS(=O)(=O)c2ccc3[nH]c(=O)[nH]c3c2)cc1)C(=O)Nc1cccc(Cl)c1Cl (stereo not given)
-0.8 | 1.2 | COC(=O)CNC(c1ccccc1)c1cc(Br)ccc1NC(=O)CNC(=O)OCc1ccccc1 (stereo not given)
-0.6 | 0.01 | O=C(OCc1nc2ccccc2s1)C1CCN(C2=NS(=O)(=O)c3ccccc32)CC1
-1.2 | x | O=C(COC(=O)c1cc(S(=O)(=O)N2CCOCC2)ccc1Cl)NCc1ccc2c(c1)OCO2
-2.2 | 2 | COc1ccc(-n2nc(C(C)=O)c(=O)[nH]c2=O)cc1
-1.8 | 0.62 | CC(=O)c1cc(C#N)c(Oc2ccccc2)nc1C
-0.9 | -0.06 | CCOC(=O)N1CCN(CC(=O)N2c3ccccc3CC2C)CC1 (stereo not given)
-1.5 | -0.61 | CCc1nc2c(sc3nc4c(cc32)COC(C)(C)C4)c(=O)n1Cc1ccccc1
-0.6 | x | CCN(CC(=O)Nc1ccccc1C(F)(F)F)C(=O)C1CCN(C(=O)Nc2ccccc2)CC1
-1.6 | -1.3 | CC(=O)Nc1c(O)nc(SCC(=O)Nc2cccc(C)c2)[nH]c1=O
-1.8 | 0.11 | Cc1ccc(-c2csc3ncn(C(C)C(=O)O)c(=O)c23)cc1 (stereo not given)

(cont.)
STK33 kinase inh | Kir21 inh | Molecule
-1.8 | -1.6 | Cc1ccc(Nc2nc(N)nc(CN3CCC(C)CC3)n2)c(C)c1
-1.1 | -2.6 | COc1ccc(-c2nc(CSCC(=O)N3CCN(C(=O)c4ccco4)CC3)c(C)o2)cc1OC
-1.0 | -0.77 | COc1ccc(CNCc2ccco2)cc1OCc1ccccc1
-0.6 | -0.1 | COc1cccc(CC2(CO)CCN(Cc3ccc(NC(C)=O)cc3)CC2)c1
-0.6 | -1 | CCN(C(=O)CSc1nc(-c2ccccc2)c(-c2ccccc2)[nH]1)C1CCS(=O)(=O)C1 (stereo not given)
-1.6 | 0.71 | CCc1cccc2c1NC(=O)[C@]21[C@@H]2C(=O)N(Cc3ccccc3)C(=O)[C@@H]2[C@@H]2CCCN21
0.0 | -1.3 | Cc1ccc(-n2nc(CN3CCOCC3)c(-c3ccccc3)c2N)cc1Cl
-2.5 | 0.78 | COc1ccc2c(c1)C=C(CN1CCC(CO)(CCc3ccccc3)CC1)CO2
-1.2 | 0.12 | Cc1nn(Cc2ccccc2Cl)c(C)c1C(=O)NCC(c1cccs1)N1CCOCC1 (stereo not given)
1.1 | x | COc1ccc([C@H]2CC(=O)C=C(c3cccc(OC(F)(F)F)c3)C2)cc1
0.3 | -1.3 | CC(Oc1cccc2cccnc12)C(=O)N/N=C/c1ccc2c(c1)OCO2 (stereo not given)
-2.7 | 0.69 | Cc1ccc2[nH]cc(S(=O)(=O)c3ccc(C)c(C)c3)c(=O)c2c1
1.8 | 0.45 | O=C(NCCN1CCc2ccccc2C1)C1CC(=O)N(C2CCCC2)C1 (stereo not given)
-1.4 | 0.3 | Cc1ccc(OCCSc2nc3ccccc3n2CC(=O)O)c(C(C)C)c1
-2.0 | -0.89 | COc1ccc(N=C2NC(=O)/C(=C/c3ccco3)S2)cc1
-0.7 | 0 | COc1ccc(OCC(=O)N/N=C\c2ccco2)cc1
-0.8 | 0.22 | CCCN1CCc2c(sc(NC(=O)C3CCN(S(=O)(=O)c4cccs4)CC3)c2C(N)=O)C1
-1.4 | 1.3 | O=C(c1cc2ccccc2o1)N(Cc1nnc(-c2ccccc2Cl)o1)C1CC1
-0.6 | -5.8* | CN(C)C(=O)c1cc(F)ccc1Sc1cc(Cl)ccc1Cl
2.6 | x | COc1ccc(CCNC(=O)COC(=O)/C=C/c2ccc3c(c2)OCO3)cc1OC

Remaining list, next part:
STK33 kinase inh | Kir21 inh | Molecule
-0.6 | x | CCCN1CCN(C(=O)c2ccc(-c3ccc([N+](=O)[O-])cc3)o2)CC1
-0.7 | 0.46 | S=c1[nH]ncn2c1cc1oc3ccccc3c12
0.1 | 1.9 | C=CCn1cccc(C(=O)Nc2ccc(F)cc2)c1=O
3.1 | -0.25 | Nc1ncnc2c1ncn2[C@@H]1O[C@H](CO)C[C@H]1O
-1.4 | 0.45 | COC(=O)c1cc(S(=O)(=O)N2CCCCC2C)c[nH]1 (stereo not given)
0.0 | 1.4 | Cc1ccc(C2CC(=O)Nc3cc4c(cc32)OCO4)o1 (stereo not given)
1.2 | 1.4 | Cc1ccc(/C=C/C(=O)OCC(=O)N2CC(=O)Nc3ccccc32)o1
0.9 | 0.9 | CC(C)(C)c1cc(CN2CCC(O)CC2)cc(C(C)(C)C)c1O
-1.4 | 0.25 | COCCC(=O)N1CCC(Oc2ccc(C(=O)N(C)CCCC3CCCC3)cc2)CC1
1.6 | 0.88 | O=C(N/N=C/c1ccc(N2CCOCC2)cc1)c1ccc(O)cc1
0.2 | 0.27 | COCCNC(=O)C(c1ccc(C)cc1)N(Cc1cccs1)C(=O)CCC(=O)Nc1ccccn1 (stereo not given)
-0.8 | -1.1 | CC(=O)Nc1sc(C)c(C)c1C(=O)OCC(=O)Nc1cc(S(=O)(=O)N2CCCCC2)ccc1Cl
-0.2 | -0.2 | Cc1ccc(OCCC(=O)Nc2ccc(F)c(F)c2)cc1
0.3 | 0.66 | Brc1ccc(OCCCOc2cccc3cccnc23)cc1
40* | -0.06 | CN(C)c1cc2c(c(N(C)C)c1)C(=O)c1ccccc1C2=O
0.0 | -2.3 | Cc1ccc(/C=N/Nc2nc(N3CCOCC3)nc(N3CCOCC3)n2)o1
11 | -0.73 | COc1ccc(N2CCN(C(=O)CSc3ncccc3-c3nc4ccccc4[nH]3)CC2)cc1
2.3 | 0.03 | O=C(C[n+]1ccc(CCSc2ccc(F)cc2)cc1)c1ccccc1
-0.8 | -1.5 | O=C(O)CSc1nnnn1-c1ccccc1
0.6 | -1.8 | Cc1nnc(SCC(=O)Nc2cc(Cl)ccc2Cl)n1CC1CCCO1 (stereo not given)

More compounds follow.
STK33 kinase inh | Kir21 inh | Molecule
0.1 | 0 | Cc1ccc(N=C2N=C(N)c3ccccc32)c(C)c1
-0.6 | -0.25 | Cc1ccc(Cn2nc(C)c(NC(=O)c3cc(C)no3)c2C)cc1
-0.9 | -0.18 | COc1cccc(C2CC3(CC(C)(C)NC(=S)N3)Oc3cc(O)ccc32)c1 (stereo not given)
-1.4 | 3 | O=C(Nc1ccc(Cl)cc1)c1ccc(OCC2CCCO2)cc1 (stereo not given)
-1.3 | -0.56 | Cc1ccc2c(c1)C(=O)c1c(C(=O)O)cccc1-2
-1.3 | -0.81 | CC(=O)Nc1ccc(NC(=O)N(c2ccccc2)c2ccccc2)cc1
-0.1 | -0.3 | COc1cc(C(CC(=O)Nc2cc(C)ccn2)N2Cc3ccccc3C2=O)cc(OC)c1OC (stereo not given)
0.9 | -0.55 | Cc1ccc(CSc2nc3c(c(=O)[nH]2)CCC3)cc1
-1.2 | -0.06 | O=C(c1cccc(C(=O)N2CCC(O)(c3ccccc3)CC2)c1)N1CCC(O)(c2ccccc2)CC1
-1.6 | -0.49 | O=C1COc2ccc(C(=O)COC(=O)Cc3ccsc3)cc2N1
-0.2 | 1.1 | CC(=O)NC(Cc1ccccc1)C(C)=O (stereo not given)
-1.3 | -2.5 | CC(C)CCC1(CCNC(C)c2cccs2)CCOC(C)(C)C1 (stereo not given)
0.6 | -0.57 | COc1ccc(C2(C(=O)NCc3ccccc3Cl)CCOCC2)cc1OC
0.9 | 1.1 | CCOc1ccccc1N1CCN(Cc2cn[nH]c2-c2ccc(F)cc2)CC1
-0.5 | 1.4 | O=C(CCN1C(=O)/C(=C\c2cccc(Br)c2)SC1=S)N1CCOCC1
24 | 2 | CCOc1ccc(C(=O)O/N=C(\N)c2ccccn2)cc1
-0.2 | -2.7 | O=C1N/C(=C/c2ccc(N3CCOCC3)o2)C(=O)N1c1cccc(Cl)c1
-0.9 | 0.41 | CCc1noc(C)c1C(=O)Nc1cc(Cl)ccc1N1CCCC1
x | -0.33 | Cc1nn2c(N3CCCC3)cc(C(C)C)nc2c1-c1ccccc1
-1.0 | -0.44 | COc1ccc(NC(=O)Nc2ccccc2)cc1S(=O)(=O)N1CCCCC1

Complete entries as entered above. Order of values: STK33 kinase inh	Kir21 inh
Shown for CC(=O)NC(Cc1ccccc1)C(C)=O (stereo not given) : -0.2	1.1
Shown for Cc1ccc(Cn2nc(C)c(NC(=O)c3cc(C)no3)c2C)cc1 : -0.6	-0.25
Shown for Cc1ccc(CSc2nc3c(c(=O)[nH]2)CCC3)cc1 : 0.9	-0.55
Shown for O=C1N/C(=C/c2ccc(N3CCOCC3)o2)C(=O)N1c1cccc(Cl)c1 : -0.2	-2.7
Shown for COc1ccc(NC(=O)Nc2ccccc2)cc1S(=O)(=O)N1CCCCC1 : -1.0	-0.44

Next part
STK33 kinase inh | Kir21 inh | Molecule
-1.4 | -2.3 | CCc1nc2cccnc2n1-c1ccc(CC(=O)NCCOC)cc1
-2.6 | -0.87 | COc1ccc(NC(=O)CSCC(=O)Nc2ccc(C)c(S(=O)(=O)N3CCCCCC3)c2)cc1
-0.5 | -4.7* | CN1CCN(c2cc(N3CCc4ccccc4C3)c(F)cc2[N+](=O)[O-])CC1
-1.4 | 1.2 | Cc1ccc(-c2cc(C(F)(F)F)c(C#N)c(SCC(=O)O)n2)cc1
0.5 | -0.05 | CC(C)C[C@H](N)c1cn([C@@H](CCCCN)C(=O)N2CCNCC2)nn1
-1.4 | -0.1 | CCOC(=O)C1=C(CN2CCCCC2)NC(=O)NC1c1cc(C)ccc1C (stereo not given)
-0.5 | 0.49 | Cc1cc(OC(=O)c2cc(F)c(F)cc2Cl)nc(C)n1
0.4 | 0.23 | COc1cc(-c2nc3cnccn3c2Nc2ccccc2)ccc1O
-2.4 | -0.83 | CC(Oc1ccc(Cl)cc1Cl)C(=O)NNC(=O)[C@@H]1CCCC[C@@H]1C(=O)O (stereo not given in full)
-1.2 | 0.72 | CC(=O)c1cccc(N(C(=O)c2ccco2)C(C(=O)NC2CCCC2)c2cccs2)c1 (stereo not given)
